Compound activity: PubChem, National Center for Advancing Translational Sciences (NCATS)
GCN5L2 inh: inhibitors of human GCN5L2 histone acetyltransferase; Q92830; GCN5L2 HAT assay, ThioGlo1 CoA-SH fluorescence; Potency, µM (top dose mostly 58.9 µM), without a hit: at the highest dose activity change, negative = inhibition, hits mostly inhibitors; 0.21% of 390,000 active
Target sequence (Q92830 whole entry, looked up): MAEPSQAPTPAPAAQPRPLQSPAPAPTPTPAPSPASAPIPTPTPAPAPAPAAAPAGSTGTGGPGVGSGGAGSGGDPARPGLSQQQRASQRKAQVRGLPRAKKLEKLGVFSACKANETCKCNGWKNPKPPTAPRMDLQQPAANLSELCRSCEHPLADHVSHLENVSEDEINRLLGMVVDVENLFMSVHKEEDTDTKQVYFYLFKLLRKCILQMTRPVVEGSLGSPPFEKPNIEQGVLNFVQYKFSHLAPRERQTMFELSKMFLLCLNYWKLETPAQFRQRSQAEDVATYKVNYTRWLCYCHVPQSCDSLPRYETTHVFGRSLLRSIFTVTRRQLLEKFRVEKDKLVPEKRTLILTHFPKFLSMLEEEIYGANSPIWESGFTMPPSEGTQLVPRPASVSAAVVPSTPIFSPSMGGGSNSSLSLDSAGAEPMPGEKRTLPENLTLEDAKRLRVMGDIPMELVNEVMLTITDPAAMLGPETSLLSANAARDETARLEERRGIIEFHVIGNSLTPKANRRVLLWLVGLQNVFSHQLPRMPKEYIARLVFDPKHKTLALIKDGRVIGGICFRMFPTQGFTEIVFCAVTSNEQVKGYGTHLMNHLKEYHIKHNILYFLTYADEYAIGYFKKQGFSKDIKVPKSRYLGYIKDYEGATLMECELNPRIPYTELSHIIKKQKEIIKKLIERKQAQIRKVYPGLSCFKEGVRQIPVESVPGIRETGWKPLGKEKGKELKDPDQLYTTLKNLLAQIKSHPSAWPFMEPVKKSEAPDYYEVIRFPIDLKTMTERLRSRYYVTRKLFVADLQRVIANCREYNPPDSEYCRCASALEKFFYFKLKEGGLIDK
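Titration-based screen in which CoA formation is detected via maleimide probe ThioGlo1 (50uM) turning fluorescent on thiol reaction; substrates H3(1-25) 75uM and acetyl-CoA 70uM, GCN5L2 20nM, 20 min incubation at room temperature.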
TDP1 cell noCPT: qHTS for Inhibitors of human tyrosyl-DNA phosphodiesterase 1 (TDP1): qHTS in cells in absence of CPT; DT40 Tdp1-/- hTDP1 cells, no CPT, ATP luminescence, 48 h; Potency, µM (titrated, usually from 46.2 µM), for the others: top-dose activity change, negative = growth inhibition, usual class: inhibitors; 15% of 420,000 active; AID 686978, 2013; note: nearly all actives have a fitted effect of over 55% in size
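Chicken DT40 Tdp1-/- cells stably complemented with human TDP1 were seeded at 400 cells/well with DMSO in place of 20 nM camptothecin. After compound pinning, cells grew at least 48 hr at 37 °C; viability read by CellTiter-Glo luminescence.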
TDP1 block: inhibitors of human tyrosyl-DNA phosphodiesterase TDP1. recombinant TDP1, AlphaScreen DNA substrate cleavage. 0.28% of 350,000 active. Q9NUW8. Potency, µM (series often up to 130 µM), for inactives: at the top dose activity change, negative = inhibition, actives largely listed as inhibitors; note: nearly all actives have a fitted effect of over 40% in size
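Recombinant human Tdp1 (E. coli-expressed, 1 nM final) preincubated with compounds 15 min at room temperature, then 5'-biotin/3'-phosphotyrosine-FITC DNA substrate (15 nM final) added for 5 min. AlphaScreen beads (10 ug/ml final) added 10 min; cleavage lowers signal.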
* = called active by the depositor; ? = inconclusive; · = no result given; [ ] = remark or other dose. Calls come from the whole dose curve; as a rule, active = well fitted curve in the direction sought with a large enough effect; inconclusive = small, poorly fitted or top-dose-only effect, or another doubt; inactive = no such curve, though single readings can be large; an effect the other way counts as inactive or inconclusive. % is set by controls: 0 for no effect and ±100 for the full control effect; potency is the fitted concentration of half-maximal effect.

SMILES | GCN5L2 inh | TDP1 cell noCPT | TDP1 block
Nc1nn(-c2ccccc2)nc1C(=O)OCc1ccc(Cl)cc1 | -7% | 1% | -15%
COc1ccc(-n2ccn(CC(=O)NCc3ccc(C)cc3)c(=O)c2=O)cc1OC | -1% | -3% | 0%
CC(=O)C1=C(O)C(=O)N(c2ccc(Br)cn2)C1c1ccc(F)cc1 (stereo unspecified) | -7% | -24% | 6%
Cc1nnc(N2CCCC(C(=O)NCc3ccccc3F)C2)c2nn(-c3ccc(Cl)cc3)c(C)c12 (stereo unspecified) | 1% | ? | 11%
COc1ccc(N2CC(C(=O)Nc3c4c(nn3-c3ccc(OC)cc3)CS(=O)(=O)C4)CC2=O)cc1 (stereo unspecified) | -3% | -9% | 3%
COc1ccc(OC)c(NC(=O)CSc2nc3scc(C)c3c(=O)[nH]2)c1 | -7% | ? | 0%
CCOc1ccc(N=Nc2c(=O)[nH]n3c(=O)cc(C)[nH]c23)cc1 | -16% | ? | 7%
Cc1c(C(=O)N2CCOCC2)oc2c1-c1nn(CC(=O)NCc3ccccc3)cc1CC2 | -6% | ? | 5%
Cc1ccc(C)c(NC(=O)C2CC=CCC2C(=O)O)c1 (stereo unspecified) | -4% | -3% | -4%
COc1ccc(CCNC(=O)C2CCN(C(=O)c3ccccc3C)CC2)cc1 | -16% | 18µM* | ·
CCn1c(=O)cc(OCC(=O)N(C)c2ccc(OC)cc2)c2ccccc21 | -1% | ? | 3%
CCc1ccc(OC(C)c2nc(-c3ccc(-n4cccc4)cc3)no2)cc1 (stereo unspecified) | -1% | ? | 6%
Cc1ccc(S(=O)(=O)Cn2nnnc2C(CC(C)C)N2CCN(C(=O)c3ccco3)CC2)cc1 (stereo unspecified) | -3% | -16% | 3%
OCCCNc1nc(-c2ccc(Br)cc2)nnc1-c1ccc(Cl)cc1 | -5% | ? | 5%
O=C(CN1CCOCC1)Nc1nc2ccc([N+](=O)[O-])cc2s1 | 2% | -13% | 5%

Results in TDP1 block and GCN5L2 inh, for 3 of the compounds above:
smiles,TDP1 block,GCN5L2 inh
Nc1nn(-c2ccccc2)nc1C(=O)OCc1ccc(Cl)cc1,-15%,-7%
Cc1ccc(S(=O)(=O)Cn2nnnc2C(CC(C)C)N2CCN(C(=O)c3ccco3)CC2)cc1 (stereo unspecified),3%,-3%
CCc1ccc(OC(C)c2nc(-c3ccc(-n4cccc4)cc3)no2)cc1 (stereo unspecified),6%,-1%

More records follow.
SMILES | GCN5L2 inh | TDP1 cell noCPT | TDP1 block
C=CC[C@H](CC(=O)NCCO)C(=O)NC[C@H](OC(=O)[C@@H](CC=C)Cc1ccc(F)cc1)c1ccccc1 | 3% | -22% | 0%
CC(C)(CC(=O)O)CC(=O)Nc1ccc2c(c1)ncn2CCc1ccccc1 | 0% | 18% | ·
CCc1ccccc1C1=CC(=O)C[C@H](c2ccc(OC)cc2)C1 | -2% | -3% | -13%
O=[N+]([O-])c1ccc(/C=N/NC(=S)Nc2ccccc2F)o1 | -2% | ? | 5%
Cc1ccc2oc(C(=O)Nc3c(C(=O)Nc4ccccc4)oc4ccccc34)cc(=O)c2c1 | -2% | -8% | 2%
O=C(COC(=O)/C=C/c1ccccc1)NCC1CCCO1 (stereo unspecified) | -6% | 8% | 1%
O=C(Nc1ccccc1)N1CC[C@@]2(CCCN(C(=O)c3csnn3)C2)C1 | -1% | -7% | ·
CCOC(=O)C1CCCN(C2=NC(=O)/C(=C/c3ccc(OC)cc3OC)S2)C1 (stereo unspecified) | -1% | ? | ·
COc1cc(OC)cc(C(=O)N(Cc2ccco2)Cc2cccs2)c1 | · | ? | 3%
O=C(Cn1cc(SCc2ccc(C(F)(F)F)cc2)c2ccccc21)N1CCCCC1 | -10% | 23µM* | 5%
CN(C(=O)CCS(=O)(=O)c1ccc2c(c1)oc(=O)n2C)C1CCCCC1 | ? | -7% | -6%
Cc1cccc(NS(=O)(=O)c2ccc(Br)s2)n1 | -4% | -12% | 2%
O=C(CN1C(=O)S/C(=C/c2ccc(N3CCOCC3)cc2)C1=O)N1CCOCC1 | -5% | -12% | -5%
c1ccc(-n2nnnc2-n2nnc3ccccc32)cc1 | -16% | -1% | 3%
Nc1ccc(-c2nc3c(Cl)cc(N)cc3[nH]2)cc1 | ? | 7.3µM* | 10%

Exported field by field: 4 of the compounds above.
CC(=O)C1=C(O)C(=O)N(c2ccc(Br)cn2)C1c1ccc(F)cc1 (stereo unspecified)
  GCN5L2 inh: -7%	TDP1 cell noCPT: -24%	TDP1 block: 6%
Cc1nnc(N2CCCC(C(=O)NCc3ccccc3F)C2)c2nn(-c3ccc(Cl)cc3)c(C)c12 (stereo unspecified)
  GCN5L2 inh: 1%	TDP1 cell noCPT: ?	TDP1 block: 11%
COc1ccc(N2CC(C(=O)Nc3c4c(nn3-c3ccc(OC)cc3)CS(=O)(=O)C4)CC2=O)cc1 (stereo unspecified)
  GCN5L2 inh: -3%	TDP1 cell noCPT: -9%	TDP1 block: 3%
COc1ccc(OC)c(NC(=O)CSc2nc3scc(C)c3c(=O)[nH]2)c1
  GCN5L2 inh: -7%	TDP1 cell noCPT: ?	TDP1 block: 0%

Molecules above that have a nitro group on carbon:
SMILES | GCN5L2 inh | TDP1 cell noCPT | TDP1 block
O=C(CN1CCOCC1)Nc1nc2ccc([N+](=O)[O-])cc2s1 | 2% | -13% | 5%
O=[N+]([O-])c1ccc(/C=N/NC(=S)Nc2ccccc2F)o1 | -2% | ? | 5%

The listing continues:
SMILES | GCN5L2 inh | TDP1 cell noCPT | TDP1 block
O=C(O)C(Cc1ccc2c(c1)oc1ccccc12)NCP(=O)(O)O (stereo unspecified) | 2% | · | 6%
CCN(CC)C(=O)[C@H]1CC(CC(=O)NCCN2CCOCC2)C(=O)N2CCc3c([nH]c4ccccc34)[C@]12C (stereo partly specified) | 4% | -6% | 0%
Cc1ccc2c(c1)N(CC(=O)N1CCC(C)CC1)C(=O)c1cccnc1O2 | -4% | ? | 1%
Fc1ccc(N/N=C/c2ccc(N3CCOCC3)cc2)c(F)c1 | -7% | ? | 8%
CCC1(C)Cc2c(sc3nnn(CC(=O)Nc4ccccc4C)c(=O)c23)CO1 (stereo unspecified) | 10% | ? | 5%
Oc1ccccc1CN(Cc1ccco1)CC(O)COCc1ccc(Cl)cc1 (stereo unspecified) | -13% | 18µM* | 3%
COc1cccc(NC(=O)CN(C)C(=O)c2ccccc2OCC(=O)Nc2cccc(C(F)(F)F)c2)c1 | -8% | ? | ·
CN(C)CCCn1c(SCCN2C(=O)c3ccccc3C2=O)nc2ccccc2c1=O | -5% | -4% | -8%
COCCn1c(C)cc(C(=O)COC(=O)c2cc3c(s2)CCC3)c1C | -12% | -13% | ·
COc1ccc(Cl)cc1NC(=O)CC1CCCC1 | -3% | 0% | 9%
COc1cccc(/C=c2\s/c(=C/C(=O)c3ccc(C)cc3)[nH]c2=O)c1OC | -2% | ? | 1%
CC(C)Oc1ccc(/C=C(\NC(=O)/C=C/c2ccco2)C(=O)NCCc2nc3ccccc3[nH]2)cc1 | -11% | ? | -2%
COc1ccc(N(C(=O)c2ccco2)C(C(=O)NC2CCCC2)c2ccc(N(C)C)cc2)cc1OC (stereo unspecified) | -5% | 3% | 2%
O=C(c1ccco1)c1cn[nH]c1-c1ccc(Cl)cc1O | -7% | ? | 4%
O=C(O)c1ccc(/C=C2\SC(=S)N(NC(=O)c3ccc(Br)cc3)C2=O)cc1 | -11% | -2% | 3%
C/C(=N\Nc1nncc2ccccc12)c1ccc(Cl)c([N+](=O)[O-])c1 | -16% | ? | 9%
CC(=O)c1ccc(NS(=O)(=O)c2ccc(CC(C)C)cc2)cc1 | -1% | ? | 0%
Cc1ccccc1CNC(=O)Nc1ccc(Cl)cc1 | -20% | -14% | 5%
Cc1ccc(S(=O)(=O)CCc2ccncc2)cc1 | -4% | -22% | 3%
COc1cc(OC)c(OC)cc1CNCCSc1nnnn1C | 7% | -2% | 5%
CCc1ccc(NC(=O)c2sc3nc(C)c(Cl)c(C)c3c2NC(=O)c2ccccc2OC)cc1 | -3% | · | 1%
O=C(COc1ccccc1[N+](=O)[O-])N1CCCc2ccccc21 | -2% | ? | ·
Cc1ccc(CNC(=O)C2CCN(C(=O)N3CC(C)Oc4ccc(Cl)cc43)CC2)cc1 (stereo unspecified) | -7% | 18µM* | 9%
CC(OC(=O)c1ccc2c(=O)n3c(nc2c1)CCC3)C(N)=O (stereo unspecified) | 0% | -1% | 4%
N=c1c(C(=O)NCC2CCCO2)cc2c(=O)n3ccccc3nc2n1C1CCCC1 (stereo unspecified) | -5% | -21% | -1%
CCCNC(=O)COC(=O)c1cc(-c2ccc(OC)cc2)nc2ccccc12 | 2% | -56% | 1%
Cc1nnc(NC(=O)c2cccc(S(=O)(=O)N(C)c3cccc(Cl)c3)c2)s1 | 2% | -3% | 2%
C=CCn1c(SCC(=O)N(CCOC)c2c(N)n(CC(C)C)c(=O)[nH]c2=O)nc2ccccc21 | -4% | -3% | -2%
Cc1sc2ncn(CC(=O)NCCCC(=O)N3CCN(c4ncccn4)CC3)c(=O)c2c1C | -9% | -20% | 3%
O=[N+]([O-])c1cc(C(F)(F)F)ccc1SCC(O)CO (stereo unspecified) | -9% | -14% | 3%
Cc1ccc(-c2cc3nc(-c4ccccc4)cc(C(F)(F)F)n3n2)cc1 | 1% | -25% | ·
CCOC(=O)c1cc(-c2ccc(C)cc2)n(CCC(=O)Nc2ccc(C(C)C)cc2)c1C | -13% | 5.2µM* | 2%
COc1cccc(Cn2c(=O)c(-c3ccc(Cl)cc3)nc3cnc(N4CCOCC4)nc32)c1 | -9% | -18% | ·
CCC(=O)NC(=S)Nc1ccc(S(=O)(=O)NC2CCCCC2)cc1 | -2% | ? | 5%
CCOc1ccc(N2C(=O)N(Cc3ccc(C)cc3C)c3ccccc3S2(=O)=O)cc1 | -3% | 16µM* | 3%
Cc1ccccc1NCc1nc2ccccc2n1CCOc1ccccc1 | -13% | ? | 12%
COc1ccc2c(c1)OCC(Cc1ccc(OC)c(O)c1)C2=O (stereo unspecified) | 1% | 0.58µM* | 8%
Cc1cccc(/C=N/n2c(-c3ccccc3)n[nH]c2=S)c1O | -5% | 9% | ·
COC(=O)c1ccc(N2C(=O)c3ccc(OC)c(OC)c3C2=O)cc1 | 6% | 0% | 3%
CCOC(=O)c1cccnc1SCC(=O)Nc1ccc(C)cc1C | 2% | ? | 8%
CC(C)c1ccc(NC(=O)C[n+]2ccn(C3=C([O-])c4ccccc4C3=O)c2)cc1 | -3% | -26% | 50µM*
CN(C)S(=O)(=O)c1ccc(NC(=O)c2ccc([N+](=O)[O-])cc2)cc1 | 5% | ? | ·
COc1c(C(=O)NC(=S)Nc2nnn(C)n2)cc2ccccc2c1Br | -1% | -7% | -16%
Cc1ccc(N2CC(C(=O)NCCC(C)C)CC2=O)cc1 (stereo unspecified) | -1% | -19% | -1%[56.1 µM]
CCc1cccc(NC(=O)C2CC2c2ccccc2)c1 (stereo unspecified) | -9% | -2% | ·
Cc1cccc(N2CCN(C(=O)c3cccc(N4CCCC4=O)c3)CC2)c1C | -6% | ? | 3%
CC1(C)Cc2cccc(OCC(=O)Nc3cc(S(C)(=O)=O)ccc3Cl)c2O1 | -3% | -18% | 3%
CCOC(=O)C1(CCOC)CCN(C(=O)c2ccc(CSC)o2)CC1 | -7% | 9% | 7%
COC(=O)c1c(NC(=O)COc2ncnc3ccccc23)sc(C)c1C | -4% | 26µM* | 5%
CCC(C)c1ccccc1NC(=O)C(C)NCCN(C)C (stereo unspecified) | -3% | 12% | -2%
O=C(Nc1ccc(F)cc1)c1sc(Cl)nc1-c1ccccc1 | -2% | ? | -3%
Cc1c(C(=O)N2CCC(C(N)=O)CC2)oc2ccc(Br)cc12 | 0% | -11% | -5%
Cc1cccc(NC(=O)Cn2c(=O)n(Cc3ccc4c(c3)OCO4)c(=O)c3ccccc32)c1 | -2% | ? | -4%
O=C(OCc1nnc(-c2ccccc2)o1)c1ccccc1 | -2% | 8% | -10%
COc1cc(CN2CCCCCC2)cc(OC)c1OC | -8% | 9% | ·
CCCc1cc(C(=O)NCc2ccc(OC)cc2)no1 | -3% | 11% | 1%
CN1C(=O)CSC1=S | 0% | 8% | ·
OCc1cc(-c2ccc(Cl)c(Cl)c2)on1 | 1% | -16% | 0%
CC(=O)N1N=C2c3ccccc3CCC2C1c1ccc(F)cc1 (stereo unspecified) | -5% | ? | 0%
O=C(OCC(=O)N1CCOCC1)c1ccccc1O | -4% | 12% | -2%
CN1C(=CC=C2C=C(I)C(=O)C(I)=C2)C(C)(C)c2ccccc21 | -10% | 16µM* | 10%
Cc1nc(-c2ccc(S(=O)(=O)N3CCN(c4cccc(C)c4C)CC3)cc2)co1 | -9% | ? | 5%
COc1cccc(C2CC(c3ccc(Cl)cc3)n3nc(N)nc3N2)c1 (stereo unspecified) | -6% | -19% | -1%

An excerpt; count on the stated rates, not on these rows.
